# From PubChem BioAssay
# GSK3 alpha inh – inhibitors of human GSK-3 alpha kinase | AID 2650 | P49840 | inhibition, % at 10 µM | ADP-Glo luminescence, 60 min | 320,000 compounds, 0.1% hits;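 in the data active means inhibition above about 50%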;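 further: GST-tagged GSK-3 alpha with peptide substrate and 25 µM ATP; 0% = DMSO neutral wells and 100% = GW8510 positive control wells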
# Target sequence (P49840 whole entry, looked up): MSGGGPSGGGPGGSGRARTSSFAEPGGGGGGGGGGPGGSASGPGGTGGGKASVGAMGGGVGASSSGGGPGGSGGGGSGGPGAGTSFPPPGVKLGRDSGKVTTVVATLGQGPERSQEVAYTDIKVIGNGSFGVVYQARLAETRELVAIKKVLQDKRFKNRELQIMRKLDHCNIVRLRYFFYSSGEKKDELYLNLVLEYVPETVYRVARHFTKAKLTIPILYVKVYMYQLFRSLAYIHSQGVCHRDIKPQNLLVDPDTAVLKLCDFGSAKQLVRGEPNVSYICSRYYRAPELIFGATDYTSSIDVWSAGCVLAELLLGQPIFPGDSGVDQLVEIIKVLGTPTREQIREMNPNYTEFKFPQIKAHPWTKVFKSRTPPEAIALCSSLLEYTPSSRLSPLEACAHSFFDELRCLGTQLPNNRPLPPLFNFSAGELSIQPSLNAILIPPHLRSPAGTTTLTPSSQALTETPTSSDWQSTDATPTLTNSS
# HSF1 activator – increases HSF-1 driven luciferase reporter signal | NIH3T3-HGL HSF-1 luciferase reporter, MG132, 8 h; 100% = twice DMSO control signal | 300,000 compounds, 1.7% hits | activation, % at 9 µM;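 active means mean replicate activation of at least 50% with a set share of replicates each reaching 50%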;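 further: 0% = median of the neutral control wells and 100% = twice that signal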
# HSF1 inh – HSF1 inhibition. NIH3T3-HGL HSE-luciferase, MG132-induced, luminescence 8 h; stronger effect = lower value. activity change, negative = inhibition, % at 7.5 µM (by protocol). 300,000 compounds, 0.77% hits;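 active means more than half of replicate wells show activity change below -50%, luminescence cut by over half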;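 further: luciferase reports HSF-1 transcriptional activity via heat shock element; 0% = median of DMSO wells and -100% = zero luminescence signal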
# AI-2 QS mod – modulators of Vibrio harveyi AI-2 quorum sensing system. activity change, % at 7.5 µM. 300,000 compounds, 0.4% hits. Vibrio harveyi JMH597 AI-2 luminescence/OD600 ratio, 9 h; stronger effect = lower value; strain lacks LuxN and CqsS sensors; 0 = neutral-control median. AID 2094; in the data active means activity change below about -75%, passing the limit was not always enough;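 further: luminescence divided by OD600 gain over 9 h not by final OD600 alone; inactives centre near 13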
# KLF5 inh – suppresses KLF5 promoter-driven expression; DLD-1 KLF5 promoter-luciferase reporter, luminescence; inhibition, % at 5 µM; 290,000 compounds, 0.23% hits; AID 1700;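 active means inhibition above a per-plate limit of that plate's mean compound inhibition plus 3 SD, cut at about 60% in these data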;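 further: 0% = DMSO wells and 100% = LY294002 at 200 µM; higher means less KLF5 promoter-driven luciferase light; inactives centre near -14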
# IEC-6 cytotox – IEC-6 cytotoxicity, counter-screen for KLF5 inhibitors; luminescence viability; inhibition, % at 5 µM; 290,000 compounds, 0.78% hits; AID 1825; in the data active means inhibition above about 22%;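 further: 0% = plate median of test compound wells and 100% = cytotoxic reference compound wells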
# aSyn UTR inh – MLPCN primary screen, SNCA 5' untranslated region | inhibition, % (tested at 7.5 µM) | 300,000 compounds, 0.82% hits | AID 1813 | alpha-synuclein 5'UTR reporter, inhibitor activity; in the data active means inhibition above about 60%;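 further: H4 neuroglioblastoma cells stably carrying SNCA 5'UTR luciferase fusion; 0% = DMSO wells and 100% = positive control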
# HIF activator – HIF pathway transcriptional activation; U2OS HRE-luciferase reporter, luminescence; normalized: DMSO 0%, desferrioxamine 100%; activation, % at 7.5 µM (by protocol); 300,000 compounds, 0.32% hits;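 active means mean activation of at least 10% of the iron chelator positive control signal, with at least half of replicates also reaching 10%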
# HSP90 refold inh – inhibitors of HSP90 luciferase refolding in rabbit reticulocyte lysate. luciferase refolding luminescence, 3 h. inhibition, % at 5.6 µM. 290,000 compounds, 0.91% hits. AID 1789;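 active means inhibition above the screen-wide mean plus 3 SD, computed separately per campaign, cut at about 16% in these data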;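 further: 0% = DMSO wells and 100% = 60 µM geldanamycin wells; inhibitors lower the luminescence because luciferase stays unfolded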
# GSK3beta inhib – blocks human GSK3beta kinase activity. GST-GSK3beta kinase, ADP-Glo luminescence, 60 min; stronger effect = lower value. activity score (negative = inhibition), % at 10 µM. 300,000 compounds, 0.038% hits;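 active means more than half of replicate wells score below -50%, meaning over 50% inhibition versus plate controls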;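 further: 0% = median DMSO wells and -100% = median GW8510 positive control wells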
# Target sequence (P49841 whole entry, looked up): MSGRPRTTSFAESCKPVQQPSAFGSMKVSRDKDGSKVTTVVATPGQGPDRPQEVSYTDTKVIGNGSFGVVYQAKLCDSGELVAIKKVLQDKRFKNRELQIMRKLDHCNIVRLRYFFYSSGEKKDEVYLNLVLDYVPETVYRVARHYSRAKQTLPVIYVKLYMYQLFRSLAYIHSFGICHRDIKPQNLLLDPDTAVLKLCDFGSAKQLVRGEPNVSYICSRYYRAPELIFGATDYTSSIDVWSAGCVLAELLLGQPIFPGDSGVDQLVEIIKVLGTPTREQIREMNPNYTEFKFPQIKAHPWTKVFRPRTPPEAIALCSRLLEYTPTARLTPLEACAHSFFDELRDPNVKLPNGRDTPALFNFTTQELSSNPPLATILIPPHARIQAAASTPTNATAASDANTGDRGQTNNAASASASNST
#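 Test system: GST-tagged human GSK3beta kinase, cell-free; evaluation: activity score scaled between in-plate DMSO and GW8510 controls; measured by: ADP-Glo luminescence; incubation: 60 min reaction, RT; benchmarks: DMSO and 20 µM GW8510; reagent: peptide substrate plus 25 µM ATP (final); medium: Tris/MgCl2 kinase buffer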
# * marks the source's active call; other numbers are inactive results; . = not tested or not shown.
SMILES,GSK3 alpha inh,HSF1 activator,HSF1 inh,AI-2 QS mod,KLF5 inh,IEC-6 cytotox,aSyn UTR inh,HIF activator,HSP90 refold inh,GSK3beta inhib
COc1ccc(OC)c(/C=C/c2ccc3cccc(O)c3n2)c1,-1,43,10,6,-5,3,41,2.4,7,-4
O=C(NCc1ccccc1)C1(C(F)(F)F)C/C(=C\CCO)CCCO1 (stereo not drawn),-1,9,-1,8,.,.,12,-1.4,.,1
Cc1ccccc1OCC(=O)NNC(=O)c1ccc(-c2ccccc2)cc1,-1,-4,-1,33,-10,1,10,-0.4,0,-1
Cc1ccc(C(=O)N/C(=C\c2cccs2)C(=O)NCCc2c[nH]c3ccccc23)cc1,-2,3,8,27,1,-1,-25,0.0,2,0
COc1ccccc1NC(=O)CC(c1ccc(OC(C)C)cc1)c1ccccc1OC (stereo not drawn),-3,-3,-4,33,-23,0,3,-0.5,4,0
COc1ccc(C(=O)/C=C/N(C)C)cc1OC,0,.,.,18,15,-2,.,.,3,4
CCS(=O)(=O)c1nc(S(=O)(=O)c2ccc(C)cc2)c(N2CCC3(CC2)OCCO3)s1,-2,13,-4,7,-37,0,-3,-0.5,5,-5
COc1cc(NC(=O)C2CCC(CNc3c(N4CCCCC4)c(=O)c3=O)CC2)cc(OC)c1 (stereo not drawn),0,9,1,22,-9,6,4,-0.2,-4,-2
O=C(CO/N=C/c1ccccc1OC(F)F)N1CCc2ccccc21,0,15,9,7,-5,6,-32,0.4,-1,11
O=S(=O)(NC1CCCCC1N1CCC(O)CC1)c1ccc(Cl)cc1 (stereo not drawn),-1,-11,-7,-3,-6,-2,0,-1.0,-2,1
CC(=O)Nc1cccc(C(=O)OCC(=O)NCc2cc(C)c(O)c(C)c2)c1,3,4,9,17,.,.,-63,2.5,.,-2
N#Cc1ccsc1NC(=O)c1cccc(-n2cnnn2)c1,-3,1,3,1,-35,2,-45,0.1,-2,5
CC(=O)N1CCCc2cc(S(=O)(=O)N3CCCC(C(=O)Nc4ccc(C)cc4C)C3)ccc21 (stereo not drawn),0,-3,-10,9,0,-1,8,-0.1,1,0
Cc1c([N+](=O)[O-])c(C(=O)Sc2ccc(Br)cc2)nn1C,-1,2,-9,28,-19,5,-19,0.0,10,1
O=C(NCc1cccnc1)c1cccc(F)c1,-3,-13,-6,8,-26,1,-14,-0.1,3,0
Cc1ccc(Nc2nc(NCc3ccco3)c3ccccc3n2)cc1,1,2,11,19,-91,7,-139,-0.4,4,-1
Brc1ccc(Oc2nnnn2-c2ccccc2)cc1,0,-2,8,10,7,2,5,0.6,1,1
CCOC(=O)Cc1csc(NC(=O)c2ccoc2C)n1,-1,57*,16,1,19,5,4,0.2,1,-5
O=C(COC(=O)c1ccc[nH]c1=O)NC1CCCc2ccccc21 (stereo not drawn),0,-3,-12,27,-2,0,5,-0.3,1,1
O=C(O)CC1Sc2ccccc2NC1=O (stereo not drawn),-1,-1,0,12,-12,-6,0,0.1,-2,1
Cc1cc(Sc2nc(NC(C)(C)C)nc(N3CCOCC3)n2)nc(Cl)n1,-5,4,-5,14,1,6,-47,-0.3,-3,-10
Cc1nnc(NC(=O)NCN2C(=O)C3C4C=CC(C4)C3C2=O)s1 (stereo not drawn),.,-11,-2,12,-26,-3,-13,-0.1,1,0
S=C(Nc1ccccc1Cl)NC1CCN(Cc2ccccc2)CC1,1,1,-1,-12,-1,-5,9,0.0,4,-18
Cc1oc2c(c(C)cc3oc(=O)c(CC(=O)N[C@@H](CCCNC(N)=O)C(=O)O)c(C)c32)c1C,5,-10,-13,8,-3,-4,-4,-25,5,2
Cc1sc(NC(=O)CSc2nnc3scc(-c4ccccc4)n23)c(C#N)c1C,2,.,.,7,-16,-11,.,.,-1,2

# Just GSK3beta inhib and HIF activator (4 entries from above):
molecule,GSK3beta inhib,HIF activator
O=C(NCc1ccccc1)C1(C(F)(F)F)C/C(=C\CCO)CCCO1 (stereo not drawn),1,-1.4
Cc1ccccc1OCC(=O)NNC(=O)c1ccc(-c2ccccc2)cc1,-1,-0.4
Cc1ccc(C(=O)N/C(=C\c2cccs2)C(=O)NCCc2c[nH]c3ccccc23)cc1,0,0.0
COc1ccccc1NC(=O)CC(c1ccc(OC(C)C)cc1)c1ccccc1OC (stereo not drawn),0,-0.5

# Remaining list, next part.
SMILES,GSK3 alpha inh,HSF1 activator,HSF1 inh,AI-2 QS mod,KLF5 inh,IEC-6 cytotox,aSyn UTR inh,HIF activator,HSP90 refold inh,GSK3beta inhib
CNC(=O)NC(=O)COC(=O)/C=C/c1cccc(Br)c1,-1,-12,1,-7,-12,-5,-23,0.3,-4,-1
CC1=C(C(=O)Nc2ccccc2)C(c2cccs2)C(C#N)=C(SCC#N)N1 (stereo not drawn),-1,19,1,26,-29,1,0,0.6,1,2
CCOC(=O)C1CCCN(c2c(Nc3ccc(C)c(C)c3)c(=O)c2=O)C1 (stereo not drawn),2,3,-5,30,16,2,1,-0.2,-3,2
CCn1c(CSc2nc3ccccc3s2)nnc1SCC(=O)NCC(=O)OC,0,.,.,15,-10,-3,.,.,-3,1
O=C(CSc1nnc(Cn2c(=O)sc3ccccc32)n1CCc1ccccc1)N1CCOCC1,-1,.,.,.,-12,0,.,.,3,.
CN(Cc1nccs1)C(=O)c1cc(COc2cccc3cnccc23)on1,2,-17,7,-94*,-19,8,25,-0.3,-1,-1
COC(=O)c1ccc(Oc2nc(C(N)=O)cc(-c3ccccc3)n2)cc1,0,-1,-4,19,-15,-2,8,-0.1,-2,4
Cc1ccc(-n2nc(C)c(C3(O)C(=O)N(C(C)C)c4ccccc43)c2N)cc1 (stereo not drawn),2,-2,8,18,-24,-4,-27,-0.5,-4,-1
Cc1ccc(-c2noc(COc3ccc4c(c3)OCO4)n2)cc1,-2,-3,-7,12,-23,-2,24,0.6,-2,1
NC(=O)c1ccsc1NC(=O)c1ccc(S(=O)(=O)N2CCCc3ccccc32)cc1,2,7,6,20,10,1,25,-0.1,0,0
Cc1cc(-c2ccccc2)nc(N/N=C/c2ccc(N(C)C)cc2)n1,-1,-7,-4,20,.,.,-22,0.8,.,2
CC(C)c1ccc(NC(=S)Nc2cccc3ccccc23)cc1,1,-72,-68*,7,-56,19,-38,-0.6,21*,2
O=C(NC1CC1)C1CCCN(C(=O)Nc2ccc(F)cc2)C1 (stereo not drawn),-1,-12,0,20,-6,-1,2,2.8,-1,1
N#CC(C#N)=C(Nc1ccc(F)cc1)SCc1cccc(F)c1,-1,32,8,10,34,34*,24,0.4,3,4
Cc1c(CC(=O)NCC(=O)NCC(=O)O)c(=O)oc2cc3c(cc12)CCC(C)(C)O3,-1,8,0,39,-8,-2,9,1.2,2,-2
CCOc1cccc(OCCNC2CCCC2)c1,-1,1,1,15,-3,-4,-2,0.3,1,-5
CCOc1ccc(N2C(=O)CC(SCC(=O)O)C2=O)cc1 (stereo not drawn),-1,-18,-8,22,1,0,11,1.6,2,1
CCC(=O)Nc1ccc(NC(=O)c2ccccn2)cn1,0,35,9,24,-98,8,-88,2.3,4,2
c1ccc(-c2noc(-c3ccc4ccccc4c3)n2)cc1,0,-53,-46,36,37,2,77*,-2.3,13,2

# Three neighbouring records out of the list so far:
SMILES,GSK3 alpha inh,HSF1 activator,HSF1 inh,AI-2 QS mod,KLF5 inh,IEC-6 cytotox,aSyn UTR inh,HIF activator,HSP90 refold inh,GSK3beta inhib
CCOc1ccc(N2C(=O)CC(SCC(=O)O)C2=O)cc1 (stereo not drawn),-1,-18,-8,22,1,0,11,1.6,2,1
CCC(=O)Nc1ccc(NC(=O)c2ccccn2)cn1,0,35,9,24,-98,8,-88,2.3,4,2
c1ccc(-c2noc(-c3ccc4ccccc4c3)n2)cc1,0,-53,-46,36,37,2,77*,-2.3,13,2

# Six entries already listed, sorted by the number in HSP90 refold inh, smallest number first.
compound	HSP90 refold inh
CNC(=O)NC(=O)COC(=O)/C=C/c1cccc(Br)c1	-4
CCn1c(CSc2nc3ccccc3s2)nnc1SCC(=O)NCC(=O)OC	-3
O=C(NC1CC1)C1CCCN(C(=O)Nc2ccc(F)cc2)C1 (stereo not drawn)	-1
CCOc1ccc(N2C(=O)CC(SCC(=O)O)C2=O)cc1 (stereo not drawn)	2
c1ccc(-c2noc(-c3ccc4ccccc4c3)n2)cc1	13
CC(C)c1ccc(NC(=S)Nc2cccc3ccccc23)cc1	21*
